Bcl-XL Bim block: inhibitors of Bim-Bcl-XL interaction, human. Bim peptide-Bcl-XL binding, bead flow cytometry, fluorescence. inhibition, % at 10 µM. hit rate 0.04% among 190,000
Target sequence (Q07817 whole entry, looked up): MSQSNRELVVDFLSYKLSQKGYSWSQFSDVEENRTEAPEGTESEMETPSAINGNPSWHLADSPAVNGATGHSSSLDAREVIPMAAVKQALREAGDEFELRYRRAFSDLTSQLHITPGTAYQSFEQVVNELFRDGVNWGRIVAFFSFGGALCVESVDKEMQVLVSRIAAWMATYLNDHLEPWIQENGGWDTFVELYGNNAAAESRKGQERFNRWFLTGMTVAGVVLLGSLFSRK
Bcl-B Bim block: inhibitors of Bim-Bcl-B interaction, human; Q9HD36; bead-based flow cytometry, Bim peptide-Bcl-B binding; inhibition, % at 10 µM; hit rate 0.073% among 190,000; AID 951;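 also: 0% = tracer peptide without compound and 100% = reference inhibitor peptide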
Target sequence (Q9HD36 whole entry, looked up): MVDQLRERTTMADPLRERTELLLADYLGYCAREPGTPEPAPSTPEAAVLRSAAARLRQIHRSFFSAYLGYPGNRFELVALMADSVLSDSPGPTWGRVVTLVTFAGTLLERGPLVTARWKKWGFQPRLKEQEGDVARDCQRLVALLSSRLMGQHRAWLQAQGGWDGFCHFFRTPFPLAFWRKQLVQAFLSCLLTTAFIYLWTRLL
Bcl-W Bim block: disrupts Bim peptide binding to human Bcl-W | Q92843 | bead-based flow cytometry | inhibition, % at 10 µM | hit rate 0.02% among 190,000 | AID 952;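 also: 0% = bound tracer without compound and 100% = peptide blocker; higher means less fluorescent Bim peptide bound to Bcl-W beads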
Target sequence (Q92843 whole entry, looked up): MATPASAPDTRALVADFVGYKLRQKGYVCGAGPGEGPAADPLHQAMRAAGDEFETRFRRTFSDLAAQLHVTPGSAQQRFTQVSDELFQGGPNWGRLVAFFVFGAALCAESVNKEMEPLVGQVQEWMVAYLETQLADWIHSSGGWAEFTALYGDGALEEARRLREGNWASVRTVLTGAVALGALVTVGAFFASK
Bfl-1 Bim block: inhibitors of Bim-Bfl-1 interaction, human; Q16548; Bead-based flow cytometry, Bim-Bfl-1 binding inhibition; inhibition, % at 10 µM; hit rate 0.12% among 190,000; AID 1008;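 also: 0% = wells without compound plus tracer and 100% = blocker peptide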
Cdc42 wt GTP: human Cdc42 wildtype GTP binding change, either direction | hit rate 0.2% among 190,000 | GST-Cdc42 beads, Bodipy-GTP binding, flow cytometry; actives lie on both sides | percent activity (GTP binding), % at 10 µM;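 active = percent activity GTP binding at least 20 points away from the 100% baseline, either down as inhibitor or up as activator; inconclusive = compound flagged as likely green fluorescent from well-wide comparison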;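 also: median bead fluorescence of bound Bodipy-FL-GTP at 100 nM; 0% = excess unlabeled GTP control and 100% = no compound control; below 100% means less GTP binding so inhibitor and above means activator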
Target sequence (P60953 whole entry, looked up): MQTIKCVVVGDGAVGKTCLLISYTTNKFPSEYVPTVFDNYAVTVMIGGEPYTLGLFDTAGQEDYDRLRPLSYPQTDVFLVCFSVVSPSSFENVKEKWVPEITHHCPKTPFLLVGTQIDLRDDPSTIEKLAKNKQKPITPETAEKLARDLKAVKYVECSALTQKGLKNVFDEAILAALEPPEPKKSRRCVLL
Rac1 wt GTP bind: human Rac1 wildtype GTP binding, inhibitors and activators; P63000; GST-Rac1 beads, fluorescent GTP binding, flow cytometry; actives lie on both sides; 0 = cold GTP competed, 100 = untreated; GTP binding activity (% of control), % at 10 µM; hit rate 0.27% among 190,000; AID 757;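 active = GTP binding activity at least 20 points away from the 100% control level, either lower or higher; inconclusive = compound flagged as likely green fluorescent, judged across all proteins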
HRas wt GTP bind: human HRas wildtype GTP binding, change in either direction; P01112; GST-Ras wt beads, Bodipy-FL-GTP binding, flow cytometry; actives lie on both sides; GTP binding activity, % at 10 µM; hit rate 0.14% among 190,000; AID 759;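 active = GTP binding activity at least 20% away from the 100% baseline, either lowered as inhibitor or raised as activator; inconclusive = flagged as likely green fluorescent, judged across all proteins in the well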;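 also: 0% = unlabeled GTP competition control and 100% = no-compound control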
Target sequence (P01112 whole entry, looked up): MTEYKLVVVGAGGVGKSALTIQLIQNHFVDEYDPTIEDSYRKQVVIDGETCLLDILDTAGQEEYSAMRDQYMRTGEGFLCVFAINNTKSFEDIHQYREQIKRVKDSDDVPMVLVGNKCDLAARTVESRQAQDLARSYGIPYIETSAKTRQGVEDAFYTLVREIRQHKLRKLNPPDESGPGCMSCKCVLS
Rab2A wt mod: changes GTP binding to wildtype dog Rab2A, up or down; GST-Rab2 wt beads, Bodipy-GTP binding, flow cytometry; GTP binding activity, % at 10 µM; hit rate 0.19% among 190,000; AID 760;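 active = GTP binding activity at least 20 points away from 100%, either lowered or raised; inconclusive = signal likely due to the compound's own green fluorescence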;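 also: 0% = beads with excess unlabeled GTP and 100% = no-compound control corrected for plate trend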
Rac1 act GTP bind: modulators of GTP binding to human Rac1 activated mutant. GST-Rac1 activated beads, fluorescent GTP binding, flow cytometry; actives lie on both sides; 100% means binding = to untreated wells. percent activity (GTP binding), % at 10 µM. hit rate 0.11% among 190,000;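 active = GTP binding at least 20 percentage points away from the 100% baseline, in either direction, so actives lie on both sides; inconclusive = Compound likely fluorescent itself, or too few beads counted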
Bim-Bcl-2: disrupts Bim peptide binding to human Bcl-2; hit rate 0.06% among 190,000; Bead-based flow cytometry, Bim peptide-Bcl-2 binding; inhibition, % at 10 µM; P10415; AID 950; in the data active = inhibition above about 40%; inconclusive = no clear call, values can overlap the other calls;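 also: 0% = no compound wells with probe peptide and 100% = reference peptide inhibitor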
Rab7 wt GTP bind: dog Rab7 wildtype GTP binding, inhibitors and activators; hit rate 0.055% among 190,000; GST-Rab7 beads, fluorescent GTP binding, flow cytometry; actives lie on both sides; untreated = 100%, excess cold GTP = 0%; AID 758; GTP binding activity (percent of control), % at 10 µM;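 active = fluorescent GTP binding to Rab7 beads changed by at least 20 points from the 100% baseline, either direction, mostly lower; inconclusive = compound itself probably fluorescent, or too few beads counted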;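 also: median green fluorescence of bound Bodipy-FL-GTP per Rab7 bead population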
The depositor's hits bear a star; ? = inconclusive. Rule as the data show it, unless noted: active = inhibition above about 40%.

Bcl-XL Bim block,Bcl-B Bim block,mol,Bcl-W Bim block,Bfl-1 Bim block,Cdc42 wt GTP,Rac1 wt GTP bind,HRas wt GTP bind,Rab2A wt mod,Rac1 act GTP bind,Bim-Bcl-2,Rab7 wt GTP bind
3,-2,COc1ccc(C(=O)Nc2nc(C)cs2)cc1S(=O)(=O)N1CCCC1,3,0,96,93,94,91,95,0,95
-1,-5,CCOC(=O)c1sc(Nc2ccc(F)cc2)nc1C,-6,-1,97,99,96,96,96,3,95
-8,-6,O=C(N/N=C/c1ccsc1)c1cc(-c2ccncc2)nc2ccccc12,-5,-3,103,106,101,99,99,0,98
0,-5,COC(=O)CNC(=O)c1sc2ncn(CC(=O)Nc3ccc(C)c(Cl)c3)c(=O)c2c1C,-3,-1,100,101,101,102,100,-2,106
-7,-8,CCCCC(=O)c1c(C)cc(C)[nH]c1=O,2,-11,100,98,98,97,97,-8,98
0,-8,COc1ccc(OC)c(N(CC(=O)Nc2cccnc2)S(C)(=O)=O)c1,0,-9,108,107,104,102,103,-8,101
0,-2,Cc1cc(-c2ccccc2)nc(-c2ccccc2)c1C,0,2,90,91,94,94,90,0,96
1,4,O=C(O)c1cc2nc3c(c(C(F)(F)F)n2n1)CCc1ccccc1-3,1,0,101,98,99,94,96,1,96
1,-8,COc1ccc(-n2c(C)c(C(C)=O)c(C(C)=O)c2C)cc1,2,-9,106,107,104,104,102,-1,104
-4,-6,N#CC(C#N)=C(Nc1ccccc1)c1ccccc1,-2,-4,97,97,94,94,95,-2,93
-1,-6,Cc1ccc(N(NC(=O)C(C)(C)O)C(=O)c2ccccc2)cc1C,0,-13,95,93,95,96,95,-11,96
-4,-6,O=S(=O)(c1ccc(NC(=S)Nc2ccc(OC(F)F)cc2)cc1)N1CCOCC1,-5,0,99,102,100,96,98,-5,99
0,4,O=C(CSc1nc2ccccc2o1)c1cc2ccccc2oc1=O,3,5,99,99,97,98,99,-2,100
-2,-3,Cc1oc(-c2ccccc2)cc1C(=O)Nc1cccc(/C=C\C(=O)O)c1,-1,-4,96,105,91,93,92,0,89
-5,-6,Cc1ccc(OCc2nnc(SCC(=O)N3CCOCC3)n2C)cc1,0,-14,101,101,98,99,98,-8,98
-2,-11,Cn1cc[nH]c1=S,-1,0,104,102,101,100,100,-1,96
-4,-9,CCOc1cc(C(=O)NC(=S)Nc2cccnc2)cc(OCC)c1OCC,-2,-15,98,104,99,99,100,-13,102
-7,-7,NC(=O)Cc1ccc2sc(-c3ccccc3)nc2c1,-4,-1,97,100,97,96,99,-3,96
0,0,COc1cccc(CC(NC(C)=O)C(=O)NC2CCN(C(=O)C3CC3)CC2)c1OC (stereo not given),-2,-2,98,102,94,95,94,0,94
0,1,Cc1ccc(/C(O)=C2\C(=O)C(=O)N(CC(C)O)C2c2ccccn2)cc1 (stereo not given),-1,4,93,97,97,97,93,0,100
-6,-10,CCOC(=O)c1c(NC(=O)CSc2nnc(C)s2)sc2c1CCC(CC)C2 (stereo not given),-4,0,99,101,100,98,97,-3,101
-3,-7,CCN(CC)S(=O)(=O)c1ccc(OC)c(NC(=O)COc2ccc3c(C)cc(=O)oc3c2)c1,-2,-2,102,104,99,101,100,-6,98
-3,-2,Clc1ccc(C2NCCc3sccc32)cc1 (stereo not given),-2,-2,94,95,96,96,94,-3,102
-2,-1,COc1cnc(-c2ccccn2)nc1Oc1ccccc1,2,-6,98,95,96,98,95,0,100
-3,-4,Cc1ccc(-c2nn(CC(=O)NCc3ccco3)c(=O)c3ccccc23)cc1,-7,-2,93,93,94,94,94,-3,97
-3,-1,COc1cc(OC)cc(C2=NCCN2)c1,-3,4,96,93,93,97,96,1,95
3,0,CCc1nnc(NC(=O)Cc2sc(C)nc2-c2ccc(C)cc2)s1,3,-3,96,97,94,89,93,1,91
7,2,COc1ccc(-c2nnc(SCc3ccccn3)n2C)cc1,0,0,105,106,102,101,100,15,100
-6,-7,O=C(Nc1ccccc1)c1nc2ccccc2s1,-6,-3,99,102,98,95,99,-4,98
0,-2,COc1cc(/C=C/C(=O)NCCn2c(C)cc3ccccc32)cc(OC)c1OC,-3,0,104,106,103,99,100,-2,99

Structural class: the compounds so far with a furan ring, fused or not (two)
Bcl-XL Bim block,Bcl-B Bim block,mol,Bcl-W Bim block,Bfl-1 Bim block,Cdc42 wt GTP,Rac1 wt GTP bind,HRas wt GTP bind,Rab2A wt mod,Rac1 act GTP bind,Bim-Bcl-2,Rab7 wt GTP bind
-2,-3,Cc1oc(-c2ccccc2)cc1C(=O)Nc1cccc(/C=C\C(=O)O)c1,-1,-4,96,105,91,93,92,0,89
-3,-4,Cc1ccc(-c2nn(CC(=O)NCc3ccco3)c(=O)c3ccccc23)cc1,-7,-2,93,93,94,94,94,-3,97

(next part)
Bcl-XL Bim block,Bcl-B Bim block,mol,Bcl-W Bim block,Bfl-1 Bim block,Cdc42 wt GTP,Rac1 wt GTP bind,HRas wt GTP bind,Rab2A wt mod,Rac1 act GTP bind,Bim-Bcl-2,Rab7 wt GTP bind
-8,-15,CCOc1ccccc1NC(=S)Nc1ncccc1C,-3,-3,101,104,100,98,96,-6,102
-3,-11,COc1cccc(NC(=O)CSc2nc(C)cs2)c1,0,-11,108,112,103,104,102,-11,103
-2,-2,Cc1ccc(Nc2nc3c([nH]2)c(=O)[nH]c(=O)n3C)cc1,-1,-3,103,103,104,104,101,-1,102
0,0,CCOC(=O)c1cccc(NS(=O)(=O)Cc2ccccc2)c1,1,-6,96,95,97,98,94,-2,99
-4,-4,CCOC(=O)C(C)Sc1nnc(CNC(=O)c2ccc(OC)cc2)n1C1CCCCC1 (stereo not given),1,-12,107,107,105,104,100,-2,104
2,-3,O=C(CSC1=NCCS1)Nc1ccnc2ccccc12,-3,-2,98,98,97,98,98,-4,96
-2,-1,CCC(=O)NCCCCCCNC(=O)CC,1,-10,?,?,?,?,?,-6,?
-4,-9,O=C(Nc1cc(C(F)(F)F)ccc1Cl)C(Sc1nnc(-c2cccs2)o1)c1ccccc1 (stereo not given),-3,-13,98,100,99,99,96,-6,99
-1,-2,CC(NC(=O)CCc1nnc(CCCc2ccccc2)o1)c1ccccc1 (stereo not given),-1,-4,97,98,96,97,96,-5,95
-1,-5,Cc1ccc(S(=O)(=O)NC(=O)NC(=O)N(C)S(=O)(=O)c2ccc(C)cc2)cc1,-3,-4,95,99,95,93,96,-5,95
-4,-7,O=C(NCCn1ccc2ccccc21)c1ccc(S(=O)(=O)N2CCCCC2)cc1,-1,-9,100,101,101,101,99,-6,100
-4,-4,Cc1c(C(=O)NCc2ccc3c(c2)OCO3)cccc1[N+](=O)[O-],-3,-2,99,102,98,96,96,-3,101
-5,-3,O=C(NC1CC1)C(=O)c1c(-c2ccccc2)[nH]c2ccccc12,-3,-1,98,99,99,100,95,-2,95
-3,0,Cc1cc(C)cc(NC(=O)N2CCN(S(C)(=O)=O)CC2)c1,3,-2,95,97,95,96,95,-1,93
-9,-6,Cc1ccc(SCc2ccc(C(=O)Nc3ccccc3C(=O)NC(C)C)cc2)cc1,-6,-17,102,104,101,101,101,-6,104
-2,-5,CC1CCCC(C)N1C(=O)c1cccc2c1-c1ccccc1/C2=N/O (stereo not given),-4,-4,98,99,98,98,97,-3,100
1,0,Cn1nc(C(F)(F)F)c(CO)c1Sc1ccc(F)cc1,1,-5,93,98,97,98,97,-2,101
-8,-1,COC(=O)N/N=C/c1cc([N+](=O)[O-])cc(Br)c1O,-2,-1,97,96,95,92,91,-2,96
-2,-2,O=C1C(=O)N(c2ccccc2)c2ccccc21,2,-11,103,104,100,98,100,-1,99
-3,-2,CC1CCN(C(=O)CNC(=O)c2ccc(Cl)cc2Cl)CC1,-5,0,101,98,102,105,98,0,100
-5,-3,CC(C)N1CCN(Cc2ccc(-c3ccccc3Cl)o2)CC1CCO (stereo not given),-4,-7,98,102,103,99,96,-4,103
-2,-2,O=C(CN1CCN(S(=O)(=O)c2ccccc2)CC1)NC(=O)NCc1ccccc1,-2,-3,101,101,101,99,98,-2,99
0,-1,CCc1cccc(C)c1NC(=O)CSc1nc2ccccc2n1CC(=O)N(C)C,0,0,103,102,103,102,99,0,100
-2,-3,O=C(O)c1cccnc1Br,-1,-1,100,105,100,92,97,-3,98
-3,-7,Cc1ccc([N+](=O)[O-])cc1NC(=O)c1ccc(C(C)(C)C)cc1,-6,-11,?,?,?,?,?,-7,?
-2,-1,Cc1nc2nc(C)c(CCC(=O)N3CCOCC3)c(C)n2n1,0,-1,110,110,107,105,103,-5,106
-10,-11,CCCN(CC(=O)Nc1cc(Cl)cc(Cl)c1)CC(=O)Nc1ccc(F)c(F)c1F,-8,-17,92,100,98,98,99,-6,97
-5,-3,COc1ccc(-c2[nH]ncc2CN2CCC(N3CCSCC3)CC2)c(F)c1,-2,5,95,94,99,99,95,-1,98
-8,-4,O=C1C=C(Nc2cccc(Cl)c2)CC(c2ccco2)C1 (stereo not given),-5,-5,100,103,100,101,99,-5,102
-2,0,Cc1ccc(S(=O)(=O)c2nc(-c3ccc(F)cc3)oc2SCC(=O)NCC2CCCO2)cc1 (stereo not given),2,-8,102,105,100,103,97,0,98
22,17,CCCC1(CCC)C(=O)NC(=NCCc2ccc(OC)c(OC)c2)NC1=O,16,28,102,104,99,98,100,18,95
-4,-7,CCc1ccc(NC(=O)c2cc(Br)ccc2Br)cc1,-2,-10,96,98,100,97,96,-6,103
-2,-9,O=C(NCCc1csc(-c2cccnc2)n1)c1ccccc1,-1,-11,97,94,98,97,93,-11,100
0,1,CC1(C)NC(=O)N(CCCOc2ccc(Br)cc2Cl)C1=O,2,0,110,106,109,110,102,-4,101
0,-5,O=c1cc(-c2ccccc2)nc(SCCOc2ccccc2Cl)[nH]1,2,-4,91,94,94,92,90,-1,98
-3,-2,O=C1CSC(=Nc2ccccc2[N+](=O)[O-])N1,-3,-2,97,99,100,98,96,-2,100
0,-15,S=c1[nH]nc(C2CC2)n1Cc1ccco1,3,-5,105,105,104,104,101,0,106
-9,-23,CCNC(=S)NNC(=O)CSc1nc2ccccc2[nH]1,-2,-8,98,104,96,95,98,-8,96
-4,-7,S=C(Nc1ccccc1)N1CCn2c(nc3ccccc32)C1,-3,-4,98,95,95,95,93,-3,102
1,-7,O=C(NCc1ccc2c(c1)OCO2)c1ccc(CS(=O)(=O)c2cccc(C(F)(F)F)c2)o1,1,-9,94,95,93,91,90,-6,93
2,-7,CC(C)(CSc1nncn1N)NS(=O)(=O)c1ccc(Cl)cc1,4,-11,103,104,103,102,100,-4,102
-5,-7,O=C(N/N=C/c1cccs1)c1cnccn1,0,-14,104,105,103,99,98,-1,99
-2,-2,O=C(c1cc(-c2ccc(O)cc2)on1)N1CCc2ccccc2C1,-3,-2,100,101,98,98,100,1,100
1,13,Cc1nnc(SCC(=O)NCc2cccs2)n1-c1ccccc1,0,-2,100,100,100,98,98,-1,96
